Screening results: PubChem, National Center for Advancing Translational Sciences (NCATS)
IL2 activator = activates IL-2 in a cell-based reporter assay; activation, % (series mostly up to about 46 µM); actives 0.065% (n = 360,000); IL-2 activation reporter assay, cell-based qHTS; stimulated with anti-CD3/CD4/CD28 beads; in transgenic mouse T cells; AID 652025; in the data active = activation above about 50%; inconclusive = mostly about 30% to 49%; note: 0% is about no effect
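Readout is EGFP and DsRed signal by fluorescent plate cytometry after 18 h at 37 degrees C. Transgenic mouse T cells (750/well) received compound for 60 min before bead stimulation (anti-CD3, anti-CD4, anti-CD28); memory T cells served as non-tolerant control.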
Abeta yeast res = A-beta toxicity reversal in yeast | Potency, µM (titrated, usually from 46.1 µM), inactives show top-dose growth rescue, hits mostly activators | actives 0.063% (n = 410,000) | yeast expressing A-beta42, growth rescue, OD600, 48 h; response scale: 0% DMSO, 100% iron-clioquinol control | AID 1347071; note: potency is the fitted concentration of half-maximal effect; nearly all actives have a fitted effect of over 55% in size
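Yeast A-beta toxicity model in growth medium with pinned compounds, 48 h at 30 C; growth read as absorbance at 600 nm. Normalized to FeCl3/clioquinol equimolar mix (positive) and DMSO (negative).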
FUS yeast rescue = FUS proteinopathy suppression in yeast | S. cerevisiae FUS-expressing, growth rescue, OD600, 24 h | Potency, µM (titrated, usually from 76.6 µM), for the others: at the top dose growth rescue (activation), hits mostly activators | actives 0.24% (n = 390,000) | AID 1347120;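 note: potency is the fitted concentration of half-maximal effect; plate controls were DMSO vehicle for no effect and reference control for full effect; nearly all actives have a fitted effect of over 55% in size; some results filed as inactive show a strong effect at the top dose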
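Galactose (2%) drives FUS expression in yeast precultured in raffinose; seeding density OD 0.005. Test compounds incubated 24hr at 30C and 99% humidity before absorbance at 600 nm was measured.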
PI5P4K alpha inh = PI5P4K alpha (human) kinase inhibition | PI5P4Kalpha enzyme, ADP-Glo luminescence, 60 min; stronger effect = lower value | max response, % | AID 652105 | actives 1.2% (n = 330,000) | P48426; active = max response of -50% or lower; inconclusive = between -30% and -50%; inactive = -30% or higher; note: value at the top dose of about 77 µM; % is set by controls: 0 for no effect and ±100 for the full control effect
Target sequence (P48426 whole entry, looked up): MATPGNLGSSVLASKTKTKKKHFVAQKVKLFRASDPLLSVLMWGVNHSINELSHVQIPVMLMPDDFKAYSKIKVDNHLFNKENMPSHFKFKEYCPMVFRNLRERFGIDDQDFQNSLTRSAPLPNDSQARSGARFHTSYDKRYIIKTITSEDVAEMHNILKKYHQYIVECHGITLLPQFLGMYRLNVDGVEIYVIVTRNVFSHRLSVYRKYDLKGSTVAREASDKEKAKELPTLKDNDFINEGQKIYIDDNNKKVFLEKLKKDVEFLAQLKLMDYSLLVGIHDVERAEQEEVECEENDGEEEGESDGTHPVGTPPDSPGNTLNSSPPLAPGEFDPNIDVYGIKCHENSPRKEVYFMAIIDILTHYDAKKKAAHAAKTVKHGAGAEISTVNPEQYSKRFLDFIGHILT
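Single end-point luminescence (ADP-Glo) quantified ADP from PI5P4Kalpha turnover; ATP 5 microM final, 1 h at RT, 0.1% CHAPS and 0.28 mM EGTA in HEPES pH 7.4.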
PLK1 PBD block = inhibitors of human PLK1 polo-box domain binding | actives 2.8% (n = 360,000) | Potency, µM, inactives show max response, negative = inhibition, usual class: inhibitors | Plk1 PBD binding of FITC phosphopeptide, fluorescence polarization | P53350; note: potency is the fitted concentration of half-maximal effect; series mostly up to about 57 µM; % is set by controls: 0 for no effect and ±100 for the full control effect; nearly all actives have a fitted effect of over 65% in size
Target sequence (P53350 whole entry, looked up, the tested form may be a part): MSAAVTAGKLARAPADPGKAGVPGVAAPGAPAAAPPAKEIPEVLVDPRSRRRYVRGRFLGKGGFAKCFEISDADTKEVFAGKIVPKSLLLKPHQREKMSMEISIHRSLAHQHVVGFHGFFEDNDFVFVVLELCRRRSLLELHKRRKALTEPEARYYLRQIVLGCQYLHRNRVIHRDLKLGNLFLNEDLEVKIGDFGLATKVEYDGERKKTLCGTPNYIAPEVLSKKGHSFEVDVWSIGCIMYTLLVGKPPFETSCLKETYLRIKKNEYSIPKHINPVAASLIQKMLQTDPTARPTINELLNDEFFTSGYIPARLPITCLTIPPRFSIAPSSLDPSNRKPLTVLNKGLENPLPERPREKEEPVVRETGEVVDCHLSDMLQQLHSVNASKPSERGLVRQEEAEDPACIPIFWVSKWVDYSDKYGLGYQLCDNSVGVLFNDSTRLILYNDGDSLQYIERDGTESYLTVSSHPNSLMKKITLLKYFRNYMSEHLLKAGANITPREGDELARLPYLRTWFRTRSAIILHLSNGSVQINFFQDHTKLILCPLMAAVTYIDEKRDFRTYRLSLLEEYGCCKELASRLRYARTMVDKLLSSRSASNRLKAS
EPAC1 antag = blocks human EPAC1 exchange factor | EPAC1 GEF assay, Rap1b-BODIPY-GDP exchange fluorescence | actives 0.14% (n = 360,000) | Potency, µM (highest dose often 115 µM), for the others: at the highest dose activity change, negative = inhibition, hits mostly inhibitors | O95398 | AID 720709;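 note: potency is the fitted concentration of half-maximal effect; plate controls were vehicle for no effect and positive control for full effect; nearly all actives have a fitted effect of over 50% in size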
WRN helicase inh = WRN helicase (human) inhibition; Q14191; WRN helicase unwinding, fluorescent forked duplex, kinetic; Potency, µM (titrated, usually from 114 µM), inactives show at the highest dose activity change, negative = inhibition, most hits filed as inhibitors; actives 0.46% (n = 360,000); AID 651768; note: potency is the fitted concentration of half-maximal effect; % is set by controls: 0 for no effect and ±100 for the full control effect; nearly all actives have a fitted effect of over 55% in size
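WRN at 20 nM final was preincubated with compound for 15 min at room temperature; reaction started with 100 nM forked duplex oligonucleotide carrying fluorophore and quencher plus 2 mM ATP (final). Unwinding followed kinetically by red fluorescence (ex 525/em 598 nm).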
EPAC1 ag = agonists of human EPAC1; EPAC1 agonist qHTS, biochemical assay; response scale: 100% = response to 6.5 mM cAMP; Potency, µM (titrated, usually from 154 µM), without a hit: at the top dose activation, most hits filed as activators; actives 0.073% (n = 360,000); AID 720707; note: potency is the fitted concentration of half-maximal effect; nearly all actives have a fitted effect of over 60% in size
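Compounds were pinned as a concentration titration into mixtures of EPAC1 (100 nM), BODIPY-GDP-loaded Rap1B (250 nM) and GDP (50 uM). After 5 min at room temperature, fluorescence was followed for 30 min; activity was scaled to 6.5 mM cAMP.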
The depositor's hits bear a star; ? = inconclusive; . = no result given; & = joins results of further samples; [ ] = dose if it differs, or a comment. Unless noted, calls come from the whole dose curve; as a rule, active = well fitted curve in the direction sought with a large enough effect; inconclusive = small, poorly fitted or top-dose-only effect, or another doubt; inactive = no such curve, though single readings can be large; an effect the other way counts as inactive or inconclusive.

SMILES	IL2 activator	Abeta yeast res	FUS yeast rescue	PI5P4K alpha inh	PLK1 PBD block	EPAC1 antag	WRN helicase inh	EPAC1 ag
COc1cc(SC)ccc1C(=O)N1CC(C)OC(C)C1 (centres undefined)	-0.6	-7%	-12%	1	?	9%	6%	-5%
O=C(NCCC1CCCCN1S(=O)(=O)c1ccccc1)C(=O)NCc1ccccc1 (centres undefined)	-6.5	9%	9%	10	-8%	-9%	-6%	5%
COc1cccc(/C=N/Nc2ccc(S(=O)(=O)Nc3ccccc3C(=O)O)cc2[N+](=O)[O-])c1O	-0.4	4%	.	-74*	-27%	25µM*	40µM*	?
Cc1ccc([N+](=O)[O-])cc1NC(=O)CN(C(=O)c1ccccc1Cl)C1CCCCC1	-0.6	22%	?	-3	-6%	-2%	-13%	2%
COc1ccc(C(=O)Nc2ccc(S(=O)(=O)N3CCCCC3)cc2)cc1OC	-0.3	-7%	14%	-4	?	-2%	-11%	9%
CNc1nc(N/N=C/c2cc([N+](=O)[O-])ccc2F)nc(Nc2ccccc2)n1	-0.9	-10%	-8%	-20	1%	-2%	4%	-16%
CC1(C(=O)NS(=O)(=O)c2cccc(C#N)c2)CCN1C(=O)C1(c2ccc(Cl)cc2)CCC1 (centres undefined)	0.2	8%	17%	-1	?	-27%	0%	4%
O=S(=O)(Nc1ncccn1)c1ccc(NC(=S)Nc2ccccc2)cc1	-2.0	5%	22%	6	-27%	-19%	-29%	-8%
Cc1cc(C(=O)Nc2nnc(C3CCCCC3)s2)cs1	-2.0	2%	6%	.	-10%	-4%	2%	14%
CC(C)n1nc(C(=O)NCCc2ccc(S(N)(=O)=O)cc2)c2ccccc2c1=O	1.0	8%	4%	-4	4%	9%	-1%	12%
CC(CCC(=O)O)C1CC[C@@]2(C)C3C(=O)CC4C(C)(C)C(O)CC[C@]4(C)C3C(=O)C[C@]12C (some centres undefined)	-2.2	6%	-3%	0	-17%	-6%	6%	6%
Cc1ccc(NC2=CC(=O)C(=O)c3ccccc32)cc1	-3.6	-46%[inhibitor]	31%	.	-9%	-22%	-7%[57.1 µM]	0%
CC1(c2cc(F)ccc2F)NC(=O)N(CC(=O)Nc2cccc(S(=O)(=O)N3CCCC3)c2)C1=O (centres undefined)	-0.2	9%	37%	-1	2%	11%	0%	-1%
Cc1ccc(C(=O)CSc2nc(N)cc(=O)[nH]2)cc1C	2.8	1%	10%	9	-6%	0%	-10%	8%
CC1=C(C(=O)Nc2ccccc2C(=O)NCCCN2CCN(C)CC2)SCCO1	-1.3	2%	14%	1	-16%	-7%	3%	-4%
CCOc1ccc(N2CC(C(=O)Nc3cccc(C(=O)NC4CC4)c3)CC2=O)cc1 (centres undefined)	0.2	-2%	2%	6	3%	29%	8%	-13%
COc1ccc(C(=O)NC(=S)NC2CCCCC2)cc1	-2.3	13µM*	19%	0	-18%	-5%	-6%	-7%
CC(OC(=O)c1cc2ccccc2cc1O)C(=O)Nc1ccc(S(N)(=O)=O)cc1 (centres undefined)	-0.3	5%	15%	-14	-7%	-20%	-9%	-2%
Cc1ccccc1OCCn1nc(C(=O)O)c2ccccc2c1=O	-0.9	13%	6%	-10	-14%	-22%	-3%	6%
Cn1c(=O)c(=O)n(C)c2cc(S(=O)(=O)N3CCN(c4cccc(C(F)(F)F)c4)CC3)ccc21	-1.8	1%	19%	.	3%	7%	0%	-5%
O=C(NCc1ccccc1Cl)[C@H]1CCCN1C(=O)[C@H]1CCCN1C(=O)c1cccs1	-0.8	4%	-9%	-1	-3%	-9%	-3%	-11%
COc1ccc(C/C(N)=N/n2cnnc2)cc1	-1.1	21%	-13%	.	0%	0%	-2%[57.1 µM]	-3%
Cc1ccc(/C=N/Nc2cc(C)nc(NCc3ccccc3)n2)cc1	0.2	6%	18%	-4	-16%	?	-3%	20%
COc1ccc(OCC(O)CNS(=O)(=O)c2cccc(Cl)c2)cc1 (centres undefined)	-0.1	-15%	10%	3	-3%	-5%	5%	1%
CCOc1ccccc1NC(=O)COC(=O)Cc1ccsc1	1.7	-12%	-14%	1	-8%	-6%	0%	4%

Going on with the list.
SMILES	IL2 activator	Abeta yeast res	FUS yeast rescue	PI5P4K alpha inh	PLK1 PBD block	EPAC1 antag	WRN helicase inh	EPAC1 ag
N#CCCN(C(=O)COC(=O)CNC(=O)c1ccc(-c2ccccc2)cc1)c1ccc(F)cc1	-0.1	5%	31%	-7	0%	-13%	-2%	14%
O=S(=O)(c1ccc(F)c(F)c1F)N1CCN(c2ncnc3sccc23)CC1	-6.5	0%	.	2	-4%	2%	0%	2%
Cc1ccc2oc(-c3cccc(NC(=O)Cc4cccs4)c3)nc2c1	0.2	-9%	28%	.	3%	2%	-12%	-4%
C=CCn1c(CNC(=O)c2ccco2)nnc1SCC(=O)c1ccccc1	1.4	7%	11%	-4	-18%	-6%	-2%	1%
CCc1ccc(CN(C)CC(=O)Nc2ccc3c(c2)CCC3)cc1	-0.2	-8%	22%	19	-13%	-6%	5%	-3%
CCCC(=O)Nc1ccc(Cl)c(NC(=S)NC(=O)C(C)C)c1	0.4	8%	23%	2	-5%	-10%	1%	2%
CC1CCCCC1NC(=O)C1CC(=O)N(Cc2ccccc2)C1 (centres undefined)	-4.3	7%	-8%	0	4%	17%	7%	21%
COc1ccccc1N1CCN(C(=O)c2cc3c(s2)-c2ccccc2OC3)CC1	1.7	-26%&-27%	?	15	-9%	-4%	-8%	11%
C[C@H](NC(=O)c1nc[nH]c1C(=O)NCC(=O)OC(C)(C)C)C(=O)OC(C)(C)C	-0.5	-13%	18%	3	-11%	-2%	4%	-12%
Cc1ccc(C)c(OCc2nnc(SCC(=O)NC(=O)NCc3ccco3)o2)c1	-3.8	-17%	-3%	-4	-6%	19%	6%	-15%
C/C(CC(C)C)=N\NS(=O)(=O)c1ccc(C)c([N+](=O)[O-])c1	-0.4	22%	28%	-5	30µM*	-4%	-7%	-3%
CCOC(=O)c1c(C)[nH]c(C)c1C(=O)COC(=O)c1nc2nccc(C)n2n1	-3.1	-2%	5%	18	-5%	-18%	-7%	-9%
COc1cc(N(CCCn2cnc3c(SC)ncnc32)CCCn2cnc3c(SC)ncnc32)cc(OC)c1OC	-2.8	5%	21%	4	-2%	-3%	0%	-2%
O=C(COc1ccccc1)NCc1nnc(SCC(=O)Nc2nccs2)n1-c1ccccc1	0.5	-1%	-4%	-4	-4%	9%	3%	-6%
O=C(Cc1ccccc1)NCC(=O)N1CCC2(CC1)NCCc1[nH]cnc12	0.2	-6%	-21%	0	0%	-12%	4%	-3%
Cc1ccc(-n2nnnc2-c2cnc3cc4c(cc3c2C)OCO4)cc1	-2.5	-21%	29%	.	-2%	8%	3%	-1%
O=C1CN(C(=O)COc2c(Cl)cccc2Cl)c2ccccc2N1	0.6	-3%	5%	2	-17%	-20%	-31%	-5%
CCOC(=O)C1CCN(C(=O)c2c(-c3ccccc3)noc2C)CC1	-3.7	-19%	-6%	1	-8%	12%	13%	-8%
CCC(C)(C)NC(=O)C1CCC(CNS(=O)(=O)c2cccc3nsnc23)CC1 (centres undefined)	-1.8	12%	4%	2	-11%	2%	6%	5%
Cc1cc(C(=O)COC(=O)CC(NC(N)=O)c2ccc(Cl)cc2)c(C)n1C (centres undefined)	-4.7	-11%	.	-13	-7%	8%	6%	5%
O=P(O)(CP(=O)(c1ccccc1)c1ccccc1)c1ccccc1	-0.3	-3%	-5%	1	-6%	-5%	3%	-10%
C#CCOCCOCCOCCNc1nc(N2CCN(C(=O)CCCCCCCCCCNC(=O)Cn3cc(C[C@@H](C)O)nn3)CC2)nc(N2CCN(C(=O)CCCCCCCCCCNC(=O)[C@@H](CCSC)n3cc(CCO)nn3)CC2)n1	0.6	1%	4µM*	1	4%	11%	0%	0%
CN(CCC(=O)Nc1cc(S(=O)(=O)N(C)C)ccc1Cl)CC(=O)Nc1ccc(F)cc1	-1.3	-9%	16%	7	1%	11%	-1%	-2%
Cc1cc(C)c2nc(C(F)(F)F)nc(N3CC(C)OC(C)C3)c2c1 (centres undefined)	-3.4	6%	-15%	26	2%	-9%	-13%	2%
C/C(=N/NC(=O)CN1CCN(Cc2ccccc2Cl)CC1)c1cccs1	2.2	-1%	-4%	-3	-9%	-1%	-5%	-14%

Reprinted from the part before: five compounds, then new ones.
SMILES	IL2 activator	Abeta yeast res	FUS yeast rescue	PI5P4K alpha inh	PLK1 PBD block	EPAC1 antag	WRN helicase inh	EPAC1 ag
O=P(O)(CP(=O)(c1ccccc1)c1ccccc1)c1ccccc1	-0.3	-3%	-5%	1	-6%	-5%	3%	-10%
C#CCOCCOCCOCCNc1nc(N2CCN(C(=O)CCCCCCCCCCNC(=O)Cn3cc(C[C@@H](C)O)nn3)CC2)nc(N2CCN(C(=O)CCCCCCCCCCNC(=O)[C@@H](CCSC)n3cc(CCO)nn3)CC2)n1	0.6	1%	4µM*	1	4%	11%	0%	0%
CN(CCC(=O)Nc1cc(S(=O)(=O)N(C)C)ccc1Cl)CC(=O)Nc1ccc(F)cc1	-1.3	-9%	16%	7	1%	11%	-1%	-2%
Cc1cc(C)c2nc(C(F)(F)F)nc(N3CC(C)OC(C)C3)c2c1 (centres undefined)	-3.4	6%	-15%	26	2%	-9%	-13%	2%
C/C(=N/NC(=O)CN1CCN(Cc2ccccc2Cl)CC1)c1cccs1	2.2	-1%	-4%	-3	-9%	-1%	-5%	-14%
CC(=O)Nc1ccc(S(=O)(=O)N2CCN=C2SCc2ccccc2C)cc1	-0.7	-9%	-12%	3	0%	-17%	-11%	3%
Cc1oc2c(c1C(=O)Nc1ccc(C(=O)O)cc1)CCCC2	-3.6	4%	25%	-9	-5%	0%	-4%	-4%
O=C(NCC1CCCN(C(=O)CN2CCCCC2)C1)c1ccccc1Cl (centres undefined)	-0.5	-10%	7%	1	-10%	-6%	-23%	1%
CCN(CCC#N)c1ccc(N2C(=O)CCCC2=O)cc1[N+](=O)[O-]	-3.3	7%	-1%	1	-10%	-3%	4%[57.1 µM]	0%
O=C(C1=C[C@@H](c2ccc(Br)cc2)C[C@@H](OCc2ccc(CO)cc2)O1)N1CCOCC1	-0.6	-15%	17%	3	-14%	1%	4%	-18%
CCOc1ccc2nc(SCC(=O)NC3CCCc4ccccc43)sc2c1 (centres undefined)	-0.4	0%	7%	7	-7%	-18%	3%	4%
COc1ccc(C2=NCCn3nc4cc(OC)ccc4c32)cc1	0.0	-4%	-18%	-82*	-16%	0%	-3%	-10%
O=C(NCc1ccc(F)cc1)C(c1ccc(F)cc1)N(C(=O)c1csnn1)C1CC1 (centres undefined)	0.0	13%	-6%	5	-1%	9%	-4%	-2%
